PPARg SRC-3 ag – promotes SRC-3 coactivator recruitment by human PPARgamma. P37231. biochemical PPARgamma/SRC-3 coactivator recruitment assay. activation, % at 8 µM. 0.26% of 200,000 active. AID 731; in the data active = activation above about 23%;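 also: 0% = DMSO and 100% = reference agonist; some compounds past the cut are filed as inactive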
Target sequence (P37231 whole entry, looked up): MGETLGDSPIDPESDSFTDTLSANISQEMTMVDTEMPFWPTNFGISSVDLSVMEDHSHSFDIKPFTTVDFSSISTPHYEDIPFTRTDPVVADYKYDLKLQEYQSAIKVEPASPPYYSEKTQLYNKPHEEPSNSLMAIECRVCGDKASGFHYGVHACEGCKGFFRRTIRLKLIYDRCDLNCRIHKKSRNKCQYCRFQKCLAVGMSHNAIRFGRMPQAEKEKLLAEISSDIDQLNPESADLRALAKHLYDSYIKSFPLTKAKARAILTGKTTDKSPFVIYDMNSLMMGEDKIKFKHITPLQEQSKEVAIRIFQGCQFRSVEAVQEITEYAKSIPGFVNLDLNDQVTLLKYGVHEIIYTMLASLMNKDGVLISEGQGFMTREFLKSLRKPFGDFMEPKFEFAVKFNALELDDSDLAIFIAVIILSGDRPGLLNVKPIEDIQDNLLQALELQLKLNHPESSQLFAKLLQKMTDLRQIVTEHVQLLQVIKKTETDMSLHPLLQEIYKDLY
Diaph inh CS – counter-screen for diaphorase-based assays: diaphorase inhibitors and chemical oxidizers; 0.69% of 190,000 active; inhibition, % at 20 µM; diaphorase resazurin-to-resorufin fluorescence, NADH, 16 min; bacterial (C. kluyveri) enzyme, not human;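 active = primary screen inhibition at 20 µM above a set limit, cut at about 50% in these data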;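 also: plate controls were DMSO with full reaction for no effect and wells lacking NADH for full effect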
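Test system: Clostridium kluyveri diaphorase enzyme / Quantity: diaphorase at 0.14 U/mL in enzyme working solution / Incubation: 16-min room-temperature incubation before reading / Benchmarks: NADH-free wells as positive control, DMSO-only neutral wells / Signal: resorufin fluorescence 544/590 nm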
PPARg SRC-2 ag – agonists of SRC-2 recruitment by human PPARgamma. P37231. PPARgamma LBD-SRC-2 recruitment, biochemical. activation, % at 8 µM. 0.34% of 200,000 active; in the data active = activation above about 22%;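 also: 0% = vehicle and 100% = reference agonist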
ROMK primary – modulates human ROMK potassium channel activity; B-score at 10 µM; AID 1918; P48048; 2% of 130,000 active; Tet-inducible ROMK, thallium flux fluorescence; actives lie on both sides;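 active = signal ratio slope over the read window, or its plate-corrected B-score, at least 3 SD from the plate mean, either direction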;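 also: B-score of the F/F0 ratio slope over 7 to 12 s after thallium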
PPARg SRC-1 ag – promotes SRC-1 coactivator recruitment by human PPARgamma | PPARgamma-SRC-1 coactivator recruitment biochemical assay | 0.41% of 200,000 active | activation, % at 8 µM | AID 631; in the data active = activation above about 19%;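 also: 0% = DMSO and 100% = reference agonist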
PMI act – activators of human phosphomannose isomerase. purified human PMI, coupled resazurin fluorescence, 20 min; hits give high values; 1 = vehicle control, 0 substrate-free wells. activation factor at 20 µM. 0.005% of 190,000 active. AID 1214;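 active = activation factor of 2 or more at 20 µM, relative to plate controls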
Target sequence (P34949 whole entry, looked up): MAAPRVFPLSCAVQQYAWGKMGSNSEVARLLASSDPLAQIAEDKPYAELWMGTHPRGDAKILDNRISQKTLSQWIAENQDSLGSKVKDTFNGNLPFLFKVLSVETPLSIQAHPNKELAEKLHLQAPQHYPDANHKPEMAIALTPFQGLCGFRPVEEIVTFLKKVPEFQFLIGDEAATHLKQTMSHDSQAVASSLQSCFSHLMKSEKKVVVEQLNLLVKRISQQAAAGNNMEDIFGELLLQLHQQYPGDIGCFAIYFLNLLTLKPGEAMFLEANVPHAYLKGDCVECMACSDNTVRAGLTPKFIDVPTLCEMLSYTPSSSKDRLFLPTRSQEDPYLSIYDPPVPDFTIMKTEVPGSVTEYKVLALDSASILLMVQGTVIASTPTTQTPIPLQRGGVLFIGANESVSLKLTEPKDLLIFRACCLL
Diaphorase act – activates diaphorase or chemically reduces, flagging diaphorase assay artifacts | Diaphorase/resazurin coupled assay, resorufin fluorescence, 16 min; hits give high values; 1 = vehicle wells, 0 = NADH-free wells | 0.005% of 190,000 active | activation factor at 20 µM | AID 1229;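 active = diaphorase activity raised at least twofold by the compound at 20 µM; inactive = activation factor below 2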
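Material: bacterial diaphorase enzyme (C. kluyveri); amount: enzyme 0.07 U/mL final; reagent: NADH substrate 0.114 mM plus resazurin dye 0.1 mM, final; doses: single compound dose of 20 µM, 1% DMSO final; timing: 16 min enzyme reaction, ambient temperature; measured by: fluorescence of resorufin, 544 nm excitation, 590 nm emission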
TR-FRET SRC-2 ct – flags TR-FRET format artefacts in PPARgamma SRC-2 recruitment agonist screen; TR-FRET artefact counter-screen; hits give high values; TR-FRET ratio at 8 µM; 0.4% of 200,000 active; AID 1049; in the data active = TR-FRET ratio above about 2000; also: inactives centre near 1500
S1P3 antag – antagonists of human S1P3 receptor; 0.27% of 170,000 active; inhibition, % at 4.98 µM; CHO S1P3 NFAT-BLA reporter, FRET fluorescence, antagonist mode; AID 485;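 active = inhibition above the plate cutoff, the mean inhibition of test wells on that plate plus 3 SD, cut at about 28% in these data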;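 also: cells challenged with S1P at its EC80 of 0.8 µM; blue over green emission ratio from cleaved BLA substrate after 4 h stimulation; 0% = S1P-stimulated wells and 100% = unstimulated DMSO-only wells; some compounds past the cut are filed as inactive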
G6PDH CS – L. mesenteroides G6PDH inhibition counter-screen; Purified L. mesenteroides G6PDH, diaphorase/resazurin coupled fluorescence, 45 min; inhibition, % at 5 µM; 0.12% of 200,000 active; AID 1020; in the data active = inhibition above about 50%
PMI act satM6P – increases human PMI activity with near-saturating mannose 6-phosphate. activation factor at 20 µM. coupled PMI enzyme assay, resazurin fluorescence, 20 min; hits give high values; 1 = untreated enzyme, 0 = substrate-free blank. 0.34% of 190,000 active. P34949. AID 1216;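 active = activation factor of 2 or more at 20 µM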
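Test system: human phosphomannose isomerase with PGI, G6PDH, diaphorase coupling enzymes; Amount: PMI at 15 ng/mL final; Reagent: Mannose-6-phosphate 1.0 mM (near-saturating) plus 0.22 mM NADP+; Timing: 20 min, room temperature; Technique: resorufin fluorescence at Ex 544/Em 590 nm; Dosing: 20 µM single dose.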
* marks the source's active call; other numbers are inactive results; / = not tested or not shown.

SMILES | PPARg SRC-3 ag | Diaph inh CS | PPARg SRC-2 ag | ROMK primary | PPARg SRC-1 ag | PMI act | Diaphorase act | TR-FRET SRC-2 ct | S1P3 antag | G6PDH CS | PMI act satM6P
Cn1c(C(=O)N2CCN(c3ccc(Cl)cc3)CC2)cc2c(=O)[nH]c3ccccc3c21 | 1 | 40 | 6 | 0.34 | 4 | 0.9 | 0.6 | 1638 | 18 | 3 | 0.9
CCCC(=O)Nc1ccccc1-c1nnc(SC)[nH]c1=O | -1 | 20 | 6 | / | -2 | 1.1 | 0.8 | 1715 | -27 | 3 | 1
COc1cc(C2NC(=O)NC(c3ccccc3)=C2C(C)=O)ccc1OCC#N (stereo not given) | 3 | 12 | 1 | / | -3 | 0.8 | 0.9 | 1485 | 5 | 11 | 0.9
COc1ccc(-c2csc(-c3cccs3)n2)c(OC)c1 | 5 | 11 | 11 | 1.1 | 9 | 1 | 0.9 | 1739 | -9 | 3 | 1
O=C(/C=C/Nc1cccc(C(F)(F)F)c1)c1ccc(Oc2ncccn2)cc1 | 2 | 20 | 4 | / | -1 | 0.8 | 0.8 | 1619 | / | 7 | 0.8
O=C(NCCc1nc2ccccc2[nH]1)/C(=C/c1ccco1)NC(=O)c1ccco1 | 4 | 13 | -5 | 0.043 | 3 | 1 | 0.9 | 1443 | -4 | 5 | 0.9
O=C(Cn1cc([N+](=O)[O-])cn1)NCc1ccc(-n2cccn2)cc1 | -4 | 15 | 3 | -0.11 | 0 | 0.9 | 0.9 | 1615 | 5 | 12 | 0.9
C=CCNC(=O)C(C#N)c1nc2ccccc2nc1N1CCN(Cc2ccccc2)CC1 (stereo not given) | 11 | 13 | -2 | 0.59 | 1 | 0.8 | 0.9 | 1621 | -17 | 4 | 0.9
O=C(CCSc1nc(-c2ccco2)cc(C(F)(F)F)n1)NCC1CCCO1 (stereo not given) | 13 | 3 | 0 | -0.34 | -6 | 1.2 | 1 | 1467 | -6 | 2 | 1.4
CCOc1cc(/C=N/NC(=O)c2cccnc2)ccc1OCC(=O)N1CCOCC1 | -2 | 13 | -1 | / | 7 | 0.9 | 0.9 | 1699 | 9 | -15 | 0.9
COc1ccc(NC(=O)C(=O)NCCCO)cc1Cl | 2 | 0 | -7 | 0.81 | -2 | 0.9 | 1 | 1444 | -9 | 10 | 0.9
COCC(=O)Nc1ccccc1C(=O)Nc1ccc(OC)cc1 | -11 | 7 | -3 | / | -5 | 0.9 | 0.9 | 1330 | -4 | 6 | 0.9
Cc1ccc(S(=O)(=O)NNC(=O)c2cccc(O)c2)cc1 | -2 | 13 | 0 | -0.34 | -2 | 0.9 | 0.9 | 1479 | -6 | 11 | 1.1
CC(=O)Nc1ccc(NC(=O)CCn2c(=S)oc3ccccc32)cc1 | 3 | 5 | 14 | 1.2 | 14 | 0.9 | 1 | 1704 | 2 | 12 | 0.9
CCS(=O)(=O)Nc1ccc(C2=NN(C(=O)c3ccco3)C(c3ccc(C)cc3)C2)cc1 (stereo not given) | 17 | 6 | 3 | / | 1 | 0.9 | 0.9 | 1612 | / | 8 | 0.9
CCCOc1ccc(-c2csc3ncn(Cc4ccc(C(=O)O)cc4)c(=O)c23)cc1 | 2 | 26 | 2 | / | 1 | 0.9 | 0.7 | 1546 | 6 | 4 | 0.9
Nc1ccc(SCC(=O)Nc2cccc([N+](=O)[O-])c2)cc1 | -2 | 7 | 4 | 0.44 | -2 | 1.1 | 0.9 | 1525 | 2 | -1 | 1.1
CCN(CC)S(=O)(=O)c1cc(C(=O)Nc2ccccc2[N+](=O)[O-])ccc1Cl | 2 | 13 | 7 | 0.5 | 1 | 0.9 | 0.9 | 1762 | -6 | -22 | 1
CCN(CC(=O)NC(C)C)C(=O)c1ccc(Cl)cc1 | 2 | 10 | -2 | / | 0 | 0.9 | 0.9 | 1446 | -6 | -3 | 1.1
CCOc1ccc(Nc2nc3c(c(=O)[nH]2)CCCC3)cc1 | -16 | 9 | 0 | -1.3 | -4 | 0.9 | 0.9 | 1512 | 1 | 0 | 0.9
CC(C)c1ccc(/C=c2\sc3nc(-c4ccncc4)nn3c2=O)cc1 | 11 | 3 | 13 | / | 6 | 0.9 | 1 | 1745 | / | 1 | 1
CCOc1ccc(N2C(=O)C3CC(C)=C(C)CC3C2=O)c([N+](=O)[O-])c1 (stereo not given) | 14 | 15 | -4 | / | 8 | 1 | 0.8 | 1481 | / | 6 | 0.7
CCCCCC(=O)Nc1ccc(N2CCN(S(C)(=O)=O)CC2)cc1 | -1 | 9 | 0 | / | 7 | 1 | 0.9 | 1441 | -31 | 1 | 1
CCOc1ccc(CC2NCCc3cc(OCC)c(OCC)cc32)cc1OCC (stereo not given) | 6 | 10 | 5 | 0.13 | 9 | 0.8 | 0.9 | 1770 | -17 | 5 | 0.7
COc1cc(/C=C/C(=O)c2ccc(C)c([N+](=O)[O-])c2)cc(OC)c1O | -1 | 25 | 5 | / | 12 | 0.8 | 0.8 | 1678 | -21 | -10 | 0.8

Further compounds follow.
SMILES | PPARg SRC-3 ag | Diaph inh CS | PPARg SRC-2 ag | ROMK primary | PPARg SRC-1 ag | PMI act | Diaphorase act | TR-FRET SRC-2 ct | S1P3 antag | G6PDH CS | PMI act satM6P
COc1ccc(N(C(C)C(=O)N/N=C/c2cccnc2)S(C)(=O)=O)cc1 (stereo not given) | 0 | 13 | 1 | 1.3 | 3 | 1 | 0.9 | 1509 | -4 | -1 | 1
Cn1c(=O)[nH]c(=O)c2c1nc1n2CCS1 | 3 | -1 | 1 | 0.44 | -6 | 1 | 1 | 1328 | -9 | 3 | 1
Cc1cc(C)c(Nc2ncccc2C(=O)O)c(C)c1 | -2 | 10 | 6 | 1.4 | 0 | 0.9 | 0.9 | 1706 | 6 | 10 | 0.9
Cc1cc2oc(=O)cc(COC(=O)c3n[nH]c4ccccc34)c2cc1C | -3 | 18 | -4 | 0.38 | -6 | 0.9 | 0.8 | 1552 | / | 3 | 0.9
CC(C)Nc1nnc(SCc2cc(=O)n3ccsc3n2)s1 | 0 | 8 | 6 | 0.88 | 3 | 1 | 0.9 | 1586 | -16 | 13 | 1.1
COc1cc(/C=C/C(=O)Nc2cc(C(F)(F)F)ccc2Cl)cc(OC)c1OC | 0 | 18 | 6 | / | 12 | 0.8 | 0.8 | 1678 | / | 6 | 0.8
CCOC(=O)CC(NCc1ccc(OC)c(OCC)c1)c1ccc(C)cc1 (stereo not given) | 7 | 10 | 0 | -0.29 | 11 | 1 | 0.9 | 1718 | -50 | 11 | 1
O=C(Nc1ccccc1)N1CCCC(CNS(=O)(=O)Cc2ccccc2)C1 (stereo not given) | 5 | 12 | 7 | 0.66 | -1 | 1 | 0.9 | 1668 | 5 | 14 | 1
CC(C)CN(C(=O)c1cc2ccccc2o1)c1c(N)n(CC(C)C)c(=O)[nH]c1=O | -2 | 0 | 2 | / | 0 | 0.9 | 1 | 1601 | 0 | 2 | 1
CCc1nnc(NC(=O)CCC(=O)NC2CCCCC2)s1 | 6 | 1 | 8 | -0.37 | 2 | 1 | 1 | 1520 | -22 | 4 | 1
COc1ccc(-n2cnnc2SCC(=O)N2CCN(c3ccccc3)CC2)cc1 | 3 | -11 | 0 | 0.31 | -1 | 1 | 1.1 | 1514 | / | -4 | 1.1
CCCOC(=O)NC1C(NC(=O)OCCC)N(C)C(=O)N1C (stereo not given) | -3 | -18 | 6 | / | -3 | 1.1 | 1.2 | 1517 | -8 | 15 | 1.1
Cc1ccc(C(=O)NN2C(=O)C3C4C=CC(C5CC45)C3C2=O)cc1 (stereo not given) | 3 | 9 | 2 | 0.083 | 0 | 1 | 0.9 | 1743 | -4 | 1 | 0.9
CCOc1ccccc1NC(=O)c1cc(C(=O)c2cc(OC)ccc2O)coc1=N | 5 | 24 | 6 | -0.77 | 4 | 1 | 0.8 | 1646 | -2 | 14 | 0.9
Cc1cc(C(=O)NP(=O)(N2CC(C)OC(C)C2)N2CC(C)OC(C)C2)c(C)n1C1CC1 (stereo not given) | 1 | 5 | 1 | -0.39 | -6 | 1 | 0.9 | 1567 | -17 | 0 | 0.9
COc1ccc2c(c1)c(C(=O)CNc1nc(C)cs1)c(C)n2C | 12 | 22 | 11 | / | 9 | 0.8 | 0.8 | 1578 | -48 | 10 | 0.9
CC(C)c1ccc(CN(C(=O)c2cc3ccccc3oc2=O)C2CCS(=O)(=O)C2)cc1 (stereo not given) | 0 | 3 | 3 | -1.1 | 6 | 1 | 1 | 1551 | / | 7 | 1.1
CC1CN(Cc2nc3ccccc3c(=O)[nH]2)CC(C)O1 (stereo not given) | 1 | 1 | 2 | -0.78 | 12 | 1.1 | 1 | 1597 | -9 | 21 | 1
CCC(C(=O)N1CCN(S(C)(=O)=O)CC1)c1ccccc1 (stereo not given) | 7 | -3 | 9 | 0.89 | 2 | 1 | 1 | 1725 | 0 | -15 | 1
COC(=O)/C(N=Nc1cccc(C(F)(F)F)c1)=C(\C)O | 6 | 5 | 9 | / | -4 | 1 | 1 | 1660 | / | 2 | 1.1
O=C(Nc1ccc2c(c1)OCCO2)Nc1ccc2c(c1)OCO2 | 2 | 8 | 4 | -1 | -6 | 0.9 | 0.9 | 1457 | -4 | 1 | 0.9
CCn1c(C(=O)NC(C)c2ccc3c(c2)OCCO3)cc2sccc21 (stereo not given) | 8 | 8 | 8 | / | 4 | 1 | 0.9 | 1621 | 1 | 5 | 1
COc1ccccc1/C=C/C1=NC(=C\C=C/c2ccccc2)/C(=O)O1 | 41* | 5 | 12 | -0.13 | 16 | 1 | 1 | 1610 | -3 | -19 | 1

5 records picked at random from the list so far, as already listed:
SMILES | PPARg SRC-3 ag | Diaph inh CS | PPARg SRC-2 ag | ROMK primary | PPARg SRC-1 ag | PMI act | Diaphorase act | TR-FRET SRC-2 ct | S1P3 antag | G6PDH CS | PMI act satM6P
Cc1cc2oc(=O)cc(COC(=O)c3n[nH]c4ccccc34)c2cc1C | -3 | 18 | -4 | 0.38 | -6 | 0.9 | 0.8 | 1552 | / | 3 | 0.9
COc1ccc(-c2csc(-c3cccs3)n2)c(OC)c1 | 5 | 11 | 11 | 1.1 | 9 | 1 | 0.9 | 1739 | -9 | 3 | 1
CCOc1cc(/C=N/NC(=O)c2cccnc2)ccc1OCC(=O)N1CCOCC1 | -2 | 13 | -1 | / | 7 | 0.9 | 0.9 | 1699 | 9 | -15 | 0.9
CC(C)Nc1nnc(SCc2cc(=O)n3ccsc3n2)s1 | 0 | 8 | 6 | 0.88 | 3 | 1 | 0.9 | 1586 | -16 | 13 | 1.1
CCOc1ccccc1NC(=O)c1cc(C(=O)c2cc(OC)ccc2O)coc1=N | 5 | 24 | 6 | -0.77 | 4 | 1 | 0.8 | 1646 | -2 | 14 | 0.9

An unsorted share of the library, and some 3.3% of all compounds hit somewhere here.
